Screens from PubChem BioAssay.
PLK1 PBD inh – blocks phosphopeptide binding to human PLK1 polo-box domain. AID 720504. actives 2.8% (n = 360,000). Plk1 PBD binding of FITC phosphopeptide, fluorescence polarization. Potency, µM, for inactives: max response, negative = inhibition, usual class: inhibitors; further: potency means the concentration at half of the fitted maximal effect; series mostly up to about 57 µM; on the % scale 0 is the no-effect control and ±100 the full control effect; nearly all actives have a fitted effect of over 65% in size
DRD3 antagonist – antagonists of human D3 dopamine receptor. D3R cells, DiscoveRx beta-arrestin luminescence, antagonist mode; stronger effect = lower value. max response, negative = inhibition, %. actives 2.5% (n = 360,000). AID 652054; in the data active means max response below about -50%; inconclusive means no clear call, values can overlap the other calls; further: on the % scale 0 is the no-effect control and ±100 the full control effect; mostly tested at two doses, the higher about 12 µM
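Cells plated overnight at 1500 cells/well, then exposed to library compounds with dopamine controls for 90 minutes at 37 degrees C. DiscoveRx reagent added for 30–60 minutes at room temperature; luminescence read, quantitative HTS format.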
PI5P4K alpha inh – PI5P4K alpha (human) kinase inhibition; P48426; PI5P4Kalpha enzyme, ADP-Glo luminescence, 60 min; stronger effect = lower value; max response, %; actives 1.2% (n = 330,000); AID 652105; active means max response of -50% or lower; inconclusive means between -30% and -50%; inactive means -30% or higher; further: value at the top dose of about 77 µM; on the % scale 0 is the no-effect control and ±100 the full control effect
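Compounds were pin-transferred onto PI5P4Kalpha and substrate in HEPES pH 7.4 buffer with EGTA, CHAPS and 5% DMSO. ATP (5 microM final) started the reaction, which ran 60 minutes at room temperature before ADP-Glo detection.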
WRN helicase inh – WRN helicase (human) inhibition | WRN helicase unwinding, fluorescent forked duplex, kinetic | Potency, µM (doses to about 114 µM), for inactives: at the highest dose activity change, negative = inhibition, usual class: inhibitors | actives 0.46% (n = 360,000) | AID 651768; further: potency means the concentration at half of the fitted maximal effect; on the % scale 0 is the no-effect control and ±100 the full control effect; nearly all actives have a fitted effect of over 55% in size
Target sequence (Q14191 whole entry, looked up): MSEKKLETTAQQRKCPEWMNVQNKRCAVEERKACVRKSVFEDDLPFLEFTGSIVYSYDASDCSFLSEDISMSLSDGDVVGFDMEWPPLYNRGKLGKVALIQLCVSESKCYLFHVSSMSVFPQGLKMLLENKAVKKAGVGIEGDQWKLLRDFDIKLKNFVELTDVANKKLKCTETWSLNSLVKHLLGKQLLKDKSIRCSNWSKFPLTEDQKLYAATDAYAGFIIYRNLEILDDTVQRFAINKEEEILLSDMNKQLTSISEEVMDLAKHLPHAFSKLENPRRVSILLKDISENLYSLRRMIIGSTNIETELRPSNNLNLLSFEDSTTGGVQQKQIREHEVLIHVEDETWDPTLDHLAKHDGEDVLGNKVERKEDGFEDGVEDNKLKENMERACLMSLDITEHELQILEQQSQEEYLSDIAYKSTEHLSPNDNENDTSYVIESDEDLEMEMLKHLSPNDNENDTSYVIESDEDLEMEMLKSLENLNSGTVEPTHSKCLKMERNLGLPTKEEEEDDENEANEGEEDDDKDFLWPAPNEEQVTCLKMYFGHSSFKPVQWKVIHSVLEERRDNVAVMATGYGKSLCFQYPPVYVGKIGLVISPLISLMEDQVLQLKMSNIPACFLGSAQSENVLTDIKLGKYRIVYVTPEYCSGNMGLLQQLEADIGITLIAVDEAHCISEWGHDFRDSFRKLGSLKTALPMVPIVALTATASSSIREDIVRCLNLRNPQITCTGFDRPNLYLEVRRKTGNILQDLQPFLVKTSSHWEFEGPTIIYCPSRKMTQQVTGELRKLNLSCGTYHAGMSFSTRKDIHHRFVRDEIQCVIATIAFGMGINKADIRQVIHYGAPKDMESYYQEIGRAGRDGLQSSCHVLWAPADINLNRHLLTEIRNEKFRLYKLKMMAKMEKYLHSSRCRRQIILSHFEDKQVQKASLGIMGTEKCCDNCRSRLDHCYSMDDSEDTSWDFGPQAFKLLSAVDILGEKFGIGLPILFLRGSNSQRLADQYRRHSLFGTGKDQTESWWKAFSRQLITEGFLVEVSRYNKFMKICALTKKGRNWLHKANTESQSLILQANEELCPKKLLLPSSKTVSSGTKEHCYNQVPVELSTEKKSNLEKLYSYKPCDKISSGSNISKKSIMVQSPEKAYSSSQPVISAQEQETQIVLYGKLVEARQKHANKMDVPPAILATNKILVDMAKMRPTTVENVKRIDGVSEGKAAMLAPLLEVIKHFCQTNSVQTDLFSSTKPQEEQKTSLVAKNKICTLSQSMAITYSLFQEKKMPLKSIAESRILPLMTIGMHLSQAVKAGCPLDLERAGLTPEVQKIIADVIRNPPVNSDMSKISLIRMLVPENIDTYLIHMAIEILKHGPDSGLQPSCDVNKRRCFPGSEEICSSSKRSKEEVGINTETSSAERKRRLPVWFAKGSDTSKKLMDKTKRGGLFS
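Primary qHTS, 1536-well format. 20 nM WRN + compound, 15 min RT; start with 100 nM forked fluorophore/quencher duplex, 2 mM ATP (final); kinetic read ex 525/em 598 nm.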
GLP-1R agonist – activates the human GLP-1 receptor; actives 0.007% (n = 380,000); HEK293 GLP-1R CRE-luciferase, luminescence, 4-6 h; cells express a hypersensitive GLP-1R form; Potency, µM (highest dose often 45.6 µM), without a hit: at the top dose activation, actives largely listed as activators; P43220; further: potency means the concentration at half of the fitted maximal effect; % of control where 0% means no effect
DRD3 agonist – D3 dopamine receptor (human) agonism; max activation, %; actives 0.58% (n = 410,000); P35462; D3R DiscoveRx beta-arrestin cells, luminescence, 90 min; in the data active means max activation above about 30%; further: 0% is about no effect; mostly tested at two doses, the higher about 12 µM
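Agonist mode: compounds and dopamine controls were applied to plated cells for 90 min at 37 degrees C after an overnight attachment at 1500 cells/well. Luminescent read-out followed 30 - 60 minutes at room temperature with DiscoveRx detection reagent.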
GLP-1R inv ag – GLP-1 receptor (human) inverse agonism; P43220; HEK293 GLP-1R CRE-luciferase, luminescence, 24 h; GLP-1R form is constitutively active; Potency, µM (top dose mostly 38.3 µM), inactives show at the highest dose activity change, negative = inhibition, usual class: inhibitors; actives 1.6% (n = 410,000); further: potency means the concentration at half of the fitted maximal effect; on the % scale 0 is the no-effect control and ±100 the full control effect; nearly all actives have a fitted effect of over 55% in size
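Assay principle: reduced luminescence from a cAMP-responsive reporter in HEK293 cells co-expressing a constitutively active GLP-1R. Conditions: 24 hr compound incubation, 37 deg C, 5% CO2.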
IL2 activator – activates IL-2 in a cell-based reporter assay | activation, % (series mostly up to about 46 µM) | IL-2 activation reporter assay, cell-based qHTS; stimulated with anti-CD3/CD4/CD28 beads; in transgenic mouse T cells | AID 652025 | actives 0.065% (n = 360,000); in the data active means activation above about 50%; inconclusive means mostly about 30% to 49%; further: 0% is about no effect
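EGFP and DsRed fluorescence is measured by plate cytometry in unstimulated transgenic mouse T cells exposed to compound for 60 minutes, then stimulated 18 hours at 37 degrees C with anti-CD3/anti-CD4 beads plus anti-CD28.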
GLP1R cytotox – cytotoxicity counter-screen for GLP-1 receptor inverse agonists; HEK293 cAMP-luciferase reporter cells, luminescence, 24 h; Potency, µM (doses to about 38.3 µM), for inactives: top-dose activity change, negative = inhibition, actives largely listed as inhibitors; actives 0.13% (n = 410,000); AID 624418;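 further: loss of luciferase light is scored as toxicity; potency means the concentration at half of the fitted maximal effect; on the % scale 0 is the no-effect control and ±100 the full control effect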
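Cells in DMEM/10% Nu serum/1% pen-strep, 1536-well format. Pre-incubated 12 h, dosed with 23 nL compound, incubated a further 24 h. Luciferase detection, 12 min at room temp, luminescence.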
Active calls of the source: *; ? = inconclusive; . = no result given; [ ] = remark or other dose. Unless noted, the call rests on the fitted dose curve; in most records, active means well fitted curve in the direction sought with a large enough effect; inconclusive means small, poorly fitted or top-dose-only effect, or another doubt; inactive means no such curve, though single readings can be large; an effect the other way counts as inactive or inconclusive.

No.	Structure	WRN helicase inh	DRD3 antagonist	IL2 activator	GLP-1R agonist	DRD3 agonist	GLP-1R inv ag	GLP1R cytotox	PLK1 PBD inh	PI5P4K alpha inh
1	Nc1nc(/C=C/c2ccc(F)cc2)nc(-c2ccccc2O)n1	-7%	-2	-4.1	-5%	13	0%	7%	-4%	-1
2	Cc1c(Cl)cccc1N1C(=O)CC(N(O)c2ccccc2)C1=O (stereo unspecified)	1%	8	-1.7	-8%	0	3%	149%[activator]	-5%	-5
3	COc1ccc(OCC(O)Cn2c(N3CCCCC3)nc3c2c(=O)n(C)c(=O)n3C)cc1 (stereo unspecified)	-8%	57	-3.1	23%	1	-15%	-3%	11%	-1
4	S=C(NCCc1ccccc1)N1CCc2ccccc2C1	-7%	6	-3.1	14%	-7	?	?	-1%	0
5	O=C(NCC1CCCO1)c1ccc(Oc2ccc([N+](=O)[O-])cc2Cl)cc1 (stereo unspecified)	-9%	0	-1.8	-4%	3	15%	1%	-5%	0
6	CC1=NN(c2ccccc2)C(=O)C1N=Nc1ccc(N)cc1 (stereo unspecified)	-17%	-60*	-0.7	5%	-15	39%[activator]	?	24µM*	-9
7	CC1(C)CC(NC(=O)C(c2ccccc2)c2ccccc2)CC(C)(C)N1	3%	-1	0.8	-1%	-3	-24%	-1%	-3%	4
8	O=C(CCc1ccc(S(=O)(=O)NC2CCCCC2)cc1)N(Cc1ccccc1)Cc1ccccc1	-14%	-24	0.3	-4%	2	8.9µM*	-1%	-3%	1
9	O=c1cc2c(nn1Cc1c(Cl)cccc1Cl)-c1ccccc1CC2	-10%[57.1 µM]	-21	-0.8	21%	-2	?	10%	0%	-1
10	Nc1nc2c(ncn2[C@@H]2O[C@H](CNS(=O)(=O)C3CC3)[C@@H](O)[C@H]2O)c(=O)[nH]1	0%	-28	1.4	-5%	-9	21%	-4%	-12%	-1
11	COc1cccc(Nc2nc(-c3ccccc3)nc3ccccc23)c1	3%	-27	-0.5	16%	-2	?	-18%	-7%	19
12	COc1ccc(-c2nnc(SCC(=O)c3cccs3)o2)cc1	-16%	14	-1.9	-22%	1	5%	0%	-8%	2
13	COc1c(Cl)cc(C(=O)Nc2ccccc2-c2ccccc2)cc1Cl	2%	15	-0.1	-12%	-2	10µM*	8%	-9%	-9
14	CCOC(=O)C(NC(=O)c1ccccc1Cl)(Nc1sc2c(c1C(N)=O)CCC2)C(F)(F)F (stereo unspecified)	-2%	-5	-0.7	-7%	-3	?	?	?	1
15	CO/N=C/C(C#N)=C/c1cc(C(=O)c2ccc(F)cc2)cn1C	4%	-4	-0.6	9%	8	-5%	-10%	-11%	0
16	CCOc1ccc(CCN2C(=O)C(=O)N([C@@H](Cc3ccc(O)cc3)CN3CCC[C@H]3CN3C(=O)C(=O)NC[C@@H]3Cc3ccc(O)cc3)C[C@@H]2Cc2ccccc2)cc1	-2%	0	0.7	-1%	-14	16%	7%	-11%	-6
17	C=CCn1c(C)cc(C(=O)COC(=O)/C=C/c2c(C)nn(C3CCS(=O)(=O)C3)c2Cl)c1C (stereo unspecified)	-1%	-6	-1.4	3%	-6	-23%	-6%	-8%	-12
18	CN(C)c1ccc(N=Nc2nccs2)cc1	-15%	-82*	-2.4	-2%	-13	?	11µM*	-12%	-20
19	O=C(COC(=O)c1cccc([N+](=O)[O-])c1)NCc1cccs1	-7%	-16	1.9	5%	4	10%	-7%	2%	-1
20	CCN(CC(=O)Nc1ccccc1C(=O)Nc1ccccc1)Cc1nc2ccccc2c(=O)[nH]1	0%	15	4.2	6%	-3	7%	2%	0%	0
21	O=C(ON=C1CCSCC1)c1ccccc1	-3%	7	-0.3	14%	-8	11%	15%	-6%	12
22	CC1(C)CC(=O)C(C2c3ccccc3S(=O)(=O)c3ccccc32)C(=O)C1	-1%	-6	-0.3	-4%	-1	0%	1%	-6%	5
23	N#C/C(=C\c1cn(Cc2ccccc2F)c2ccccc12)C(=O)NCc1ccco1	0%	13	-1.3	0%	6	0%	56%[activator]	10%	0
24	O=C(CSc1nc2c(sc3ccccc32)c(=O)n1CCCN1CCOCC1)NC1CCCC1	-2%	22	0.5	-3%	3	0%	3%	-10%	-4
25	N#Cc1c(-c2cccs2)cc(-c2cccs2)[nH]c1=O	-18%	-13	0.2	2%	-15	4%	?	-8%	-8

Overlap with the part before: 2 compounds, then new ones.
No.	Structure	WRN helicase inh	DRD3 antagonist	IL2 activator	GLP-1R agonist	DRD3 agonist	GLP-1R inv ag	GLP1R cytotox	PLK1 PBD inh	PI5P4K alpha inh
24	O=C(CSc1nc2c(sc3ccccc32)c(=O)n1CCCN1CCOCC1)NC1CCCC1	-2%	22	0.5	-3%	3	0%	3%	-10%	-4
25	N#Cc1c(-c2cccs2)cc(-c2cccs2)[nH]c1=O	-18%	-13	0.2	2%	-15	4%	?	-8%	-8
26	COc1ccccc1COC(=O)CN1C(=O)NC2(CCCCC2C)C1=O (stereo unspecified)	-4%	6	1.1	21%	13	?	1%	0%	-1
27	COc1ccc(C(=O)n2cnc3ccccc32)cc1Br	3%	4	-0.6	-4%	-5	8%	-3%	1%	-1
28	CCn1ccc(C(=O)Nc2ccc(Cl)cn2)n1	5%	-17	-2.3	6%	1	-8%	-19%	-8%	13
29	COC(=O)C1=C(O)C2(C(=O)O)CC(C(=O)OC)=C(O)C(C(=O)O)(C1)C2	-5%	13	0.9	1%	8	20%	-6%	9%	2
30	C/C(CC(=O)Nc1cccc2c1CCCC2)=N\NC(=O)COc1ccccc1	-26%	-25	0.4	-17%	-11	?	3%	-11%	-2
31	COc1cccc(N(CC(=O)NCc2ccccc2)C(=O)CCC(=O)Nc2nccs2)c1	1%	-9	-0.5	16%	-1	-4%	2%	-12%	-1
32	CN(C)CCNS(=O)(=O)c1ccc2c3c(cccc13)C(=O)N2	-2%	15	1.0	16%	2	2%	134%[activator]	-5%	-1
33	c1cncc(-c2cnc3ccccc3c2)c1	6%	2	-0.8	7%	4	7%	1%	-11%	2
34	COc1ccc(S(=O)(=O)N2CCOCC2)cc1C(=O)Nc1cccc(C(=O)NC2CC2)c1	-2%	15	-3.4	-1%	1	28%	2%	-3%	-7
35	Cc1ccc2c(c1)-c1ccccc1S(=O)(=O)N2	-3%	7	-0.1	-1%	2	-6%	0%	-5%	5
36	CN1CCN(C(=O)C2=C[C@H](C3CCCCC3)C[C@H](OCc3ccc(CO)cc3)O2)CC1	11%	?	0.4	14%	0	-16%	-12%	-13%	1
37	Cc1cc(CCN2CCC(=O)NC2=O)ccc1OC(C)C	-2%	10	2.2	-1%	1	7%	-13%	-4%	.
38	C=CCN1C(=Nc2ccccc2)SC/C1=C\C(=O)OC	-9%	48	-0.9	2%	7	4%	5%	-3%	.
39	O=C(NCCNC(=O)c1ccccn1)c1ccccc1	9%	10	0.8	1%	-7	-1%	1%	-9%	1
40	CCOc1ccc(NC(=O)CCS(=O)(=O)c2cccc3nsnc23)cc1	3%	-16	0.0	0%	-1	-1%	7%	-14%	.
41	O=C(COC(=O)/C=C/c1ccc(Cl)cc1Cl)NCc1ccco1	-3%	6	-1.2	13%	-2	11%	-8%	-17%	-23
42	COc1ccccc1N(C)S(=O)(=O)c1ccc(C(=O)Nc2cc(F)ccc2C)cc1	-9%	3	-0.7	8%	0	?	-14%	-6%	-2
43	O=C(CSc1ccccc1)Nc1ccc2c(c1)OCCO2	-8%	0	-0.6	2%	1	9%	9%	?	1
44	COC(=O)C1=NN(C(=O)c2ccccc2)C(O)(c2ccc([N+](=O)[O-])cc2)C1 (stereo unspecified)	-29%	-15	0.0	-13%	-7	4%	?	-12%	-1
45	Cc1cc(N2CCCCC2)n2ncc(-c3ccccc3)c2n1	0%	8	-0.1	-27%	-3	?	25%	-24%	12
46	CCOC(=O)CCCCCN(Cc1ccccc1)S(=O)(=O)c1ccc([N+](=O)[O-])cc1	-33%[57.1 µM]	-22	-0.5	8%	-5	?	15%	-8%	7
47	O=C(Nc1ccc(S(=O)(=O)NC2=NCCCCC2)cc1)c1cc(S(=O)(=O)N2CCOCC2)ccc1F	-9%	23	-2.8	-12%	12	6%	2%	5%	-5
48	Cc1cc(Br)cn2c(Cc3cccc(Cl)c3)c(-c3ccco3)nc12	-13%	-63*	-0.3	0%	-10	?	0%	?	-10
49	O=C(NC(=S)Nc1ccccc1Cl)c1cnn2c(C(F)(F)F)cc(C(F)(F)F)nc12	2%	-6	-0.3	-3%	4	2%	6%	-5%	-2
50	COc1cc(OC)cc(-c2c(-c3cccs3)c3cc(-c4ccc5[nH]ccc5c4)ccc3n2C)c1	-3%	17	-0.5	-5%	39*	?	8%	12%	7
51	CC(=O)c1c(C)[nH]c(C(=O)CSc2nnc3ccccn23)c1C	5%	4	-1.4	3%	1	6%	0%	5%	-2
52	COc1cc(NC(=O)CCc2nnc3ccc(N4CCC5(CC4)OCCO5)nn23)cc(OC)c1	10%	-17	0.3	-3%	5	58%[activator]	-3%	-28%	-2
53	O=c1[nH]cnc2ccccc12	5%	2	-0.6	4%	-20	0%	14%	-7%	0
54	COc1ccccc1OCC(=O)Nc1cccc(-c2nc3ccccc3o2)c1	-4%	7	-0.3	-5%	0	11%	-15%	0%	.
55	COc1ccc(/C=N/n2c(C)nc3sc(C)c(C)c3c2=O)cc1	-4%	12	-1.6	5%	2	14%	-3%	-5%	3
56	Cc1ccc(NC(=O)c2cc(S(=O)(=O)N3CCCCC3)cs2)cc1	-15%[57.1 µM]	-22	3.6	-1%	-15	-3%	0%	2%	.
57	O=C(NCc1nnc(SCC(=O)N2CCCC2)o1)c1ccco1	5%	13	-1.6	-2%	5	36%[activator]	0%	-7%	1
58	CCOCCCNC(=O)c1c[nH]c2ccc(OCC)cc2c1=O	-6%	-11	-1.6	-2%	1	50%[activator]	9%	30µM*	1
59	O=C(COC(=O)c1ccc(S(=O)(=O)NCc2ccco2)cc1)c1ccccc1	-13%	-22	-0.6	0%	9	4%	10%	-14%	-26
